# Screening data (PubChem)
# GLA spleen mod: alpha-galactosidase A (human) modulation. Potency, µM (doses to about 80 µM), for the others: top-dose activity change, negative = inhibition, actives largely listed as inhibitors. 240,000 compounds, 0.008% hits. human spleen homogenate, 4MU-alpha-Gal fluorescence, 40 min;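 note: potency is the fitted concentration of half-maximal effect; 0% = enzyme with vehicle and -100% = no enzyme basal signal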
#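 Fluorogenic readout (Ex 365/Em 440 nm) of 4-methylumbelliferone released from 1 mM 4-MU-alpha-galactoside by spleen homogenate, 40 min at 37C, pH 5.0. Data normalized to no-enzyme and enzyme controls; Hill-equation AC50 from compound titrations.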
# Epigenetic derep: regulators of epigenetic silencing causing reporter derepression in mouse cells. murine LDR cells, GFP reporter derepression, 30 h. Potency, µM (titrated, usually from 53.9 µM), for the others: at the highest dose GFP activation, hits mostly activators. 280,000 compounds, 0.2% hits; note: potency is the fitted concentration of half-maximal effect; % of control where 0% means no effect; nearly all actives have a fitted effect of over 60% in size
#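 Derepression of a silenced CMV-GFP reporter in murine LDR cells is scored by enumerating GFP-positive cells with a laser-scanning microplate cytometer after 30 hours of treatment at 37 C.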
# Tau fluor counter: counter-screen for tau fibril formation inhibitors. 280,000 compounds, 0.93% hits. tau K18 P301L Alexa594 fluorescence, heparin fibrillization. Potency, µM (titrated, usually from 57.7 µM), for inactives: at the top dose activity change, negative = decrease. AID 1463; note: potency is the fitted concentration of half-maximal effect; % is set by controls: 0 for no effect and ±100 for the full control effect; nearly all actives have a fitted effect of over 55% in size
#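 Human tau K18 P301L (15 uM unlabeled, 0.24 uM Alexa 594-labeled) in 100 mM sodium acetate pH 7 with 20 uM heparin, 6 hr at 37 C. ThT 30 uM added, 1 hr ambient; Alexa 594 FP and total fluorescence read at 555/632 nm.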
# Tau FP inhib: inhibitors of human tau fibril formation; Potency, µM (series often up to 57.7 µM), inactives show at the top dose activity, negative = inhibition, hits mostly inhibitors; AID 1468; K18 P301L tau heparin fibrillization, Alexa594 FP, 6 h; 280,000 compounds, 0.39% hits; note: potency is the fitted concentration of half-maximal effect; % is set by controls: 0 for no effect and ±100 for the full control effect; nearly all actives have a fitted effect of over 55% in size
# Target sequence (P10636 561-689 P618L limits assumed): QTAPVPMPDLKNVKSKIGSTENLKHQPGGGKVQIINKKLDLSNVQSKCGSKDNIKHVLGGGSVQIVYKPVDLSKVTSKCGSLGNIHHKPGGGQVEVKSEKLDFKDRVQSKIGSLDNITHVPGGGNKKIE
#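 Steps: dispense K18 P301L tau (15 uM plus 0.24 uM Alexa 594 tracer, final) in pH 7 sodium acetate; add compound; add heparin (20 uM final); incubate 6 hr, 37 C; add ThT (30 uM final); after 1 hr ambient, read FP.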
# NPSR antag: antagonists of human neuropeptide S receptor cAMP signaling | Q6W5P4 | CHO-NPSR cells, cAMP TR-FRET, antagonist mode | Potency, µM (top dose mostly 38.3 µM), for inactives: at the highest dose activity change, negative = inhibition, usual class: inhibitors | 220,000 compounds, 1% hits | AID 1461; note: potency is the fitted concentration of half-maximal effect; % is set by controls: 0 for no effect and ±100 for the full control effect; nearly all actives have a fitted effect of over 50% in size; many of its hits are not listed in these tables
# Target sequence (Q6W5P4 whole entry, looked up): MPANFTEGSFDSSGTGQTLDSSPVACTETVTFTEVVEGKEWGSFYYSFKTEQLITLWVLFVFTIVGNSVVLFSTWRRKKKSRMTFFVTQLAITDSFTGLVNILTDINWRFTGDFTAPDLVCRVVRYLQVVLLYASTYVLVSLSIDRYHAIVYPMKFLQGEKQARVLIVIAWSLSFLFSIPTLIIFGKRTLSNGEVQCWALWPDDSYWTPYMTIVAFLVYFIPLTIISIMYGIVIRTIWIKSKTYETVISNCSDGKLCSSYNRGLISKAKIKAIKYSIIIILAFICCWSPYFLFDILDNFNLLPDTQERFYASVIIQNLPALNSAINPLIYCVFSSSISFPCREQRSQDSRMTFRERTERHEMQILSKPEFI
# CBFb-RUNX1 inh: inhibitors of human CBF-beta and RUNX1 interaction; Q01196+Q13951; AlphaScreen CBFb-His/RUNX1-biotin binding, biochemical; Potency, µM (series often up to 59.8 µM), without a hit: at the highest dose activity, negative = inhibition, actives largely listed as inhibitors; 230,000 tested, under 10 active; AID 1477; note: % of control where 0% means no effect
#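 Bead-based AlphaScreen assay; binding partners His-tagged CBF-beta and biotinylated RUNX1 at 30 nM each. Compound exposure 15 min after a 20-min protein preincubation; bead step 90 min; all steps at room temperature.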
# TRb-SRC2 inh: inhibitors of human thyroid hormone receptor beta-SRC2 interaction | P10828 | TRbeta-SRC2 peptide binding, fluorescence polarization; receptor liganded with 1 µM T3 | Potency, µM (top dose mostly 106 µM), for the others: top-dose activity change, negative = inhibition, usual class: inhibitors | 280,000 compounds, 0.065% hits;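 note: potency is the fitted concentration of half-maximal effect; plate controls were bound peptide for no effect and peptide without receptor for full effect; nearly all actives have a fitted effect of over 50% in size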
# Target sequence (P10828 whole entry, looked up): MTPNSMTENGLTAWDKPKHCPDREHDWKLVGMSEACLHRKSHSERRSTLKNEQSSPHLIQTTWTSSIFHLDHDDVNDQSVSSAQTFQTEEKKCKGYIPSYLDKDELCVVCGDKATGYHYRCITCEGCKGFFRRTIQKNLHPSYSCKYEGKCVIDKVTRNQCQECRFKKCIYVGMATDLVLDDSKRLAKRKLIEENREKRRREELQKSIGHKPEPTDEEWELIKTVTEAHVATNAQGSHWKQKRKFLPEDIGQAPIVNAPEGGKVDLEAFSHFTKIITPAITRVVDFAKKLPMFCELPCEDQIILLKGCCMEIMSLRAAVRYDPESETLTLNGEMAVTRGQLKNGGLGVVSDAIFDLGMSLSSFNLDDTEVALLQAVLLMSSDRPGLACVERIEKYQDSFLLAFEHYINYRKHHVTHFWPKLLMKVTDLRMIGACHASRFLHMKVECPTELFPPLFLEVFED
#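 Binding of a 20-amino-acid Texas Red SRC2 peptide (20 nM) to TRb ligand-binding domain (0.6 uM) with agonist T3 at 1 uM was followed by fluorescence polarization after a 5 hr room-temperature incubation.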
# TexasRed fluor: counter-screen for TRb-SRC2 inhibitors: fluorescence interference; TRb/SRC2 Texas Red total fluorescence interference; Potency, µM (titrated, usually from 106 µM), without a hit: top-dose fluorescence change, negative = quenching; 280,000 compounds, 0.29% hits; AID 1479; active = well fitted curve in either direction with a large enough effect; inconclusive = small, poorly fitted or top-dose-only effect; note: potency is the fitted concentration of half-maximal effect; % is set by controls: 0 for no effect and ±100 for the full control effect
#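 Human TRβ ligand-binding domain (0.6 uM) and Texas Red SRC2 peptide (20 nM) in Tris buffer with 1 uM T3 and 5% DMSO were incubated with pinned compound for 5 hr at ambient temperature. Total fluorescence was computed as S + 2P (555/632 nm).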
# Numbers without * were called inactive; ? = inconclusive; · = not tested or not shown; & = joins results of further samples; [ ] = remark or other dose. Unless noted, calls come from the whole dose curve; as a rule, active = well fitted curve in the direction sought with a large enough effect; inconclusive = small, poorly fitted or top-dose-only effect, or another doubt; inactive = no such curve, though single readings can be large; an effect the other way counts as inactive or inconclusive.
canonical_smiles	GLA spleen mod	Epigenetic derep	Tau fluor counter	Tau FP inhib	NPSR antag	CBFb-RUNX1 inh	TRb-SRC2 inh	TexasRed fluor
CC(C)c1ccc(C2NC(=O)CCC2[N+](=O)[O-])cc1 (stereo not given)	-2.3%	0.0%	-3.5%	-5.8%	-5.1%	2.5%	-5.6%	-4.6%
O=c1[nH]c(=O)c2nc(Br)n(C3OC(CO)C(O)C3O)c2[nH]1 (stereo not given)	-4.9%	1.1%	-8.1%	-8.5%	·	·	1.3%	-3.0%
Cc1ccc(OCCn2c(COc3ccc(Cl)cc3)nc3ccccc32)cc1	·	-1.0%	-12.0%	-3.2%	·	·	-3.3%	3.3%
COc1cccc(/C=N/NC(=O)C(=O)NCc2cccnc2)c1	-10.6%	-2.3%	-2.4%	0.5%	-9.4%[46.1 µM]	-3.7%	-5.3%	-1.7%
COc1ccc(CNS(=O)(=O)c2ccc3c(c2)C(C)(C)C(=O)N3C)cc1OC	·	-1.8%	3.4%	-4.1%	·	·	-1.7%	0.0%
CCOC(=O)CSc1nc2c(c(=O)[nH]c(=O)n2C)n1CCc1ccccc1	-5.7%	-0.2%	1.4%	2.9%	-7.2%[46.1 µM]	-5.8%	-0.2%	-2.6%
Cc1ccc(NC(=O)c2cc(S(=O)(=O)N3CCOCC3)c(Br)s2)cc1	4.9%	1.0%	?	-12.6%	-6.8%	1.1%	-4.1%	0.8%
CSc1ccc(CN2C(=O)NC3(CCCCC3)C2=O)cc1	-1.3%	-0.1%	4.8%	-0.8%	-11.7%	1.0%	-0.1%	-5.1%
CCc1ccc(NC(=O)N2CC=C(c3c[nH]c4ccccc34)CC2)cc1	·	?	12.6µM*[quencher]	-0.9%	·	·	-1.6%	-12.2%
Cc1nc(-c2ccccc2)c(-c2ccncc2)o1	11.1%	·	·	·	·	8.3%	-4.3%	0.6%
CCOCCCn1c(=N)c(C(=O)NC2CCCC2)cc2c(=O)n3cc(C)ccc3nc21	·	-2.5%	0.8%	7.0%	·	·	-2.9%	-2.7%
N=c1c(C(=O)NCC2CCCO2)cc2c(=O)n3ccccc3nc2n1Cc1cccnc1 (stereo not given)	?	0.0%	-9.5%	-5.7%	8.0%[46.1 µM]	1.9%	-3.3%	-10.7%
COC(=O)[C@@]1(Cc2ccc(F)cc2)[C@H]2c3cc(C(=O)N4CCCC4)n(CCc4ccccn4)c3C[C@H]2CN1C(=O)c1ccccc1	2.2%&5.1%	-1.2%&0.7%	-2.1%&-1.4%	-8.2%&3.6%	-28.9%	4.6%[2.36 µM]	8.2%&-2.9%	-0.4%&-3.6%
O=C(CCc1ccccc1)Nc1ccc(Cl)cn1	-0.2%	2.9%	-0.7%	-1.5%	-3.4%[46.1 µM]	25.1%	-6.4%	-7.1%
CCNc1nc(N)nc(Oc2ccc(OCC(=O)OC)nn2)n1	·	-5.0%	-12.0%	-7.8%	·	·	-3.9%	0.4%
O=C(O)CC/C(=N\NC(=O)CNC(=O)/C=C/c1ccccc1)c1ccccc1	7.8%	1.1%	9.2%	-0.1%	7.0%	1.0%	-0.2%	-7.7%
O=C(NC1CCCCC1)C(c1cccs1)N(C(=O)C(F)(F)F)c1ccccc1 (stereo not given)	2.4%	-2.4%	1.4%	1.6%	-7.6%[46.1 µM]	-2.5%	-3.4%	-3.2%
Cc1ccc(-c2nnc3c4ccccc4c(C)nn23)cc1NC(=O)CN1CCOCC1	6.1%	0.0%	-0.5%	7.1%	-4.5%[46.1 µM]	5.6%	5.1%	-0.2%
O=C(O)/C=C/c1ccc2noc(-c3ccccc3)c2c1	8.5%	0.2%	-1.5%	2.2%	-29.3%	2.0%	1.1%	-1.4%
O=C(O)C1=CCCN(CCON=C(c2ccccc2)c2ccccc2)C1	8.3%&0.1%&4.5%	1.2%&0.0%&-0.4%	4.0%&-4.8%&-10.3%	4.8%&-4.5%&-0.4%	-1.9%[46.1 µM]	-9.9%	7.4%&0.6%&-6.9%	-0.3%&-0.3%&-0.9%
CCc1ccccc1NC(=O)Cn1c(=O)oc2ccccc21	·	1.5%	6.6%	4.3%	·	·	-3.3%	-1.2%
O=C(O)C1CC(c2ccc(F)cc2)=NO1 (stereo not given)	0.7%	-0.3%	-6.5%	-8.7%	-8.6%[46.1 µM]	?	-2.1%	-8.5%
CN(CC(=O)O)S(=O)(=O)c1ccc2[nH]c(=O)c(=O)[nH]c2c1	3.2%	0.1%	-25.1%	-4.8%	12.2%	19.1%	-11.4%	-5.2%
Cn1c(NC(=O)c2ccc(Br)o2)cc(=O)n(C)c1=O	2.7%	-1.0%	3.9%	-7.2%	-12.7%[46.1 µM]	-8.3%	5.0%	0.3%
CCCCc1ccc(NC(=S)NCc2cccs2)cc1	9.7%	-1.2%	?	?	-24.7%[46.1 µM]	-1.1%	5.8%	2.0%
CCN(CC)CCC(c1ccc(N(C)C)cc1)c1c(O)cc(OC)cc1OC (stereo not given)	-14.1%&5.2%	-2.3%	-11.8%	3.8%	9.0%	-24.1%&6.6%	-4.2%&-0.1%	-1.9%&2.4%
Cc1csc2nc(COC(=O)c3cccc(NC(=O)COc4ccccc4Cl)c3)cc(=O)n12	·	?	-9.9%	-7.4%	·	·	2.2%	0.4%
COc1ccc(N2C(=O)CC(NCCNc3ccc([N+](=O)[O-])cn3)C2=O)cc1 (stereo not given)	-6.9%	1.0%	-3.6%	1.9%	12.2%	6.8%	-2.3%	0.6%
CN(c1ccccc1)S(=O)(=O)c1ccc(C(=O)NCc2cccs2)cc1	-2.9%	-2.7%	-8.1%	-12.9%	-26.4%	3.9%	0.7%	-0.8%
Cc1ccc(S(=O)(=O)c2cn(CC(=O)Nc3ccc(Cl)cc3)c3ccc(F)cc3c2=O)cc1C	·	-0.6%	-22.9%	?	·	·	3.8%	-0.8%
O=C(O)C1C2CC2CN1C(=O)c1ccc(Cl)cc1 (stereo not given)	-2.5%	1.2%	2.1%	4.9%	9.6%	-2.4%	-1.4%	-6.1%
COc1cc2nc(SCC(=O)Nc3ccccc3F)n3nc(-c4ccccc4)nc3c2cc1OC	·	0.4%	-17.4%	?	·	·	-0.3%	-1.3%
O=C(NC1CCCCCC1)C(=S)NC1CCCCC1	-0.8%	-1.9%[10.1 µM]	0.8%	4.0%	12.1%	-4.6%	8.0%	2.7%
CC(C)N(C(=O)C(=O)c1cccn1-c1ccccc1C#N)C(C)C	3.0%	-1.6%	-5.8%	2.2%	5.6%[46.1 µM]	-5.4%	-3.4%	-1.2%
Cc1ccc(S(=O)(=O)CC#CCOC(=O)c2ccc([N+](=O)[O-])cc2)cc1	2.7%	?	?	12.4%	-10.9%[46.1 µM]	7.4%	?	-3.7%
O=c1cc(CSc2nnnn2-c2ccccc2)nc2sccn12	2.9%	2.1%	4.0%	-0.4%	-6.4%	14.9%	1.2%	-0.1%
CCOC(=O)C(C)n1nc(/C=C/c2ccccc2)ccc1=O (stereo not given)	?	-1.1%	-9.5%	0.3%	4.0%[46.1 µM]	3.1%	3.5%	-0.3%
Cc1noc(C)c1C(=O)Nc1ccc(F)c(F)c1	-2.5%	4.2%	-1.9%	0.1%	0.6%[46.1 µM]	-0.3%	-13.9%	1.3%
Cc1cc(C)c2c(-n3cccc3)c(C(=O)NCc3cccc(F)c3)sc2n1	·	4.1%	9.9%	-6.4%	·	·	2.1%	-0.5%
N#Cc1c(-c2ccccc2)nc(SCC(=O)N(c2ccccc2)c2ccccc2)[nH]c1=O	-0.4%	-1.0%	-7.1%	-8.3%	-14.0%	-5.9%	-22.0%	3.9%
O=C(NC(=S)NC1CCCC1)c1ccccc1Br	-14.7%	3.9%	-5.2%	-6.2%	-10.4%	1.2%	4.8%	0.2%
Cc1cc(C(=O)N2CCN(c3ccc([N+](=O)[O-])cc3)CC2)no1	0.6%	-0.9%	1.1%	-1.1%	-4.2%	1.8%	4.8%	1.2%
C/C=C/C(=O)OCC(=O)Nc1cccc(F)c1	4.6%	-0.1%	3.6%	-3.4%	10.3%	4.2%	6.3%	-5.4%
CN(c1ccccc1)S(=O)(=O)c1ccc(Cl)c(C(=O)Nc2ccc(-c3nc4ccccc4[nH]3)cc2)c1	-6.5%	-1.1%	-25.3%	?	-14.4%	-6.8%	-6.1%	0.9%
CC(=O)C1C(c2ccccc2)c2c(noc2C)CC1(C)O (stereo not given)	14.8%	0.0%	-2.3%	?	3.9%	-3.5%	-9.1%	-6.3%
O=C(O)CCCCCN1C(=O)c2ccc(C(=O)O)cc2C1=O	-5.5%	-3.5%	1.6%	2.1%	-15.2%[46.1 µM]	0.1%	-8.9%	-1.8%
Cc1ccc(NC(=O)Cn2c(O)c(N=NC(=O)c3ccncc3)c3ccccc32)cc1	1.5%	2.6%	-2.2%	14.4%	-29.8%	-3.7%	8.9%	-0.7%
COc1cccc(C2CC(c3ccc(Cl)cc3Cl)n3nc(N)nc3N2)c1 (stereo not given)	2.9%	1.7%	-13.6%	-1.9%	-11.0%[46.1 µM]	-4.2%	-1.1%	-1.4%
COc1cc2[nH]c(=O)n(CCC(=O)NCCCN3CCN(c4ccccc4F)CC3)c(=O)c2cc1OC	7.4%	-1.3%	-5.7%	-3.6%	2.6%	-14.0%	-1.7%	-1.2%
Cc1ccc(NC(=O)O/N=C2\CCCCC2c2ccc([N+](=O)[O-])cc2[N+](=O)[O-])cc1 (stereo not given)	-0.8%	0.8%	-12.6%	?	?	-16.5%	-8.8%	0.8%

# Random excerpt: 2 compounds from above
canonical_smiles	GLA spleen mod	Epigenetic derep	Tau fluor counter	Tau FP inhib	NPSR antag	CBFb-RUNX1 inh	TRb-SRC2 inh	TexasRed fluor
COc1cc2[nH]c(=O)n(CCC(=O)NCCCN3CCN(c4ccccc4F)CC3)c(=O)c2cc1OC	7.4%	-1.3%	-5.7%	-3.6%	2.6%	-14.0%	-1.7%	-1.2%
O=C(NC(=S)NC1CCCC1)c1ccccc1Br	-14.7%	3.9%	-5.2%	-6.2%	-10.4%	1.2%	4.8%	0.2%

# Not all compounds are listed; count on the stated rates, not on these rows.
